Screening data: PubChem BioAssay, several laboratories
TLR9-MyD88 inh: inhibitors of TLR9-MyD88 association in cells, primary screen, cell-based, CHO, BLA complementation, fluorescence | 0.21% of 340,000 active | CCF4 FRET ratio | Toll-like receptor 9 (Homo sapiens) + Myeloid differentiation primary response protein … | inhibition, % at 4.98 µM;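 active = inhibition above the mean over all tested compounds plus 3 SD, cut at about 21% in these data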;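 note: 0% = DMSO only wells and 100% = clavulanate BLA inhibitor control wells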
SRC1 inh: SRC1 coactivator transcriptional activity inhibitors, primary screen, cell-based, luminescence; HEK293 GAL4-SRC1 luciferase reporter; inhibition, % at 3.6 µM; 0.12% of 360,000 active; Nuclear receptor coactivator 1 (Homo sapiens), Q15788;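 active = inhibition above the campaign mean plus 3 SD, with each screening campaign given its own cutoff, cut at about 60% in these data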;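 note: 0% = DMSO treated cells and 100% = gossypol at 36 µM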
Target sequence (Q15788 whole entry, looked up, the tested form may be a part): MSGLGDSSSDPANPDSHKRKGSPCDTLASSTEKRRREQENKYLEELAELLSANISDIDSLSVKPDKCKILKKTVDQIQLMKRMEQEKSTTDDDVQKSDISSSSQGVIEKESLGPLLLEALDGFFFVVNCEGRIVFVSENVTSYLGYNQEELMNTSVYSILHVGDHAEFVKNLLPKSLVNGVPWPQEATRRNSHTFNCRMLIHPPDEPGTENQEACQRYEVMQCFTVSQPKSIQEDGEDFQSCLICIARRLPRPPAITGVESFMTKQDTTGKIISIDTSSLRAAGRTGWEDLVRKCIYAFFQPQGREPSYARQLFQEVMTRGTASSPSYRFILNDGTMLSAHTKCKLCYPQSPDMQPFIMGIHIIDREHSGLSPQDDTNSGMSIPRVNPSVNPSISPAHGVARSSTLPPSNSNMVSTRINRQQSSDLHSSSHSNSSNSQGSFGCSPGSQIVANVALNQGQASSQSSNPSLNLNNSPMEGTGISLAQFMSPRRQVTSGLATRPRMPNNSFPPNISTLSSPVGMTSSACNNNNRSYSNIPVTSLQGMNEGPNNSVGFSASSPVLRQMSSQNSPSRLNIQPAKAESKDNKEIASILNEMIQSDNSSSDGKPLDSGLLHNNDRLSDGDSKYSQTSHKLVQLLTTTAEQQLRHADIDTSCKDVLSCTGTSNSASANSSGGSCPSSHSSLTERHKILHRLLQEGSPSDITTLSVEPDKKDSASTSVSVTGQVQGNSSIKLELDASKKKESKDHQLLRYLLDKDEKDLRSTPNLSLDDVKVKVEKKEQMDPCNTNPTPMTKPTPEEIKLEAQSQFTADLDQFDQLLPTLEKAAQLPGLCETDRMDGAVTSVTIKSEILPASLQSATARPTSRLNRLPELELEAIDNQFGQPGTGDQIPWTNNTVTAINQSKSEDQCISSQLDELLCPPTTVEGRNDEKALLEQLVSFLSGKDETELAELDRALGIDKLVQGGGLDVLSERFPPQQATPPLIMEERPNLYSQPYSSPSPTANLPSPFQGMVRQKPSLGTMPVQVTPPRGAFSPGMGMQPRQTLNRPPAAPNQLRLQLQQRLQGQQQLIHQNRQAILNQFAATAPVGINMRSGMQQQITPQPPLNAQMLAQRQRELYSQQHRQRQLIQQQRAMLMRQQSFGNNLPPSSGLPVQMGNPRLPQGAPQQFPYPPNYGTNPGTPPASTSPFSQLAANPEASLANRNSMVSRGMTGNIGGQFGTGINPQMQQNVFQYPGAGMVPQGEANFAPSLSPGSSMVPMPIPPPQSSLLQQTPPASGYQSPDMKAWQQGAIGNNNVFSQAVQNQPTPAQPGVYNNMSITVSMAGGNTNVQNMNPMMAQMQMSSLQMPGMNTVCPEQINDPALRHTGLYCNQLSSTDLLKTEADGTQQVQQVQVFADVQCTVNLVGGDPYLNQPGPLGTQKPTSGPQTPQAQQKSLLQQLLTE
NR5A2 inv ag: LRH-1 (NR5A2) inverse agonists, primary screen, cell-based, luminescence, HEK293T, StAR-luciferase reporter; Nuclear receptor subfamily 5 group A member 2 (Homo sapiens), O00482; LRH-1 transfected, 24 h; inhibition, % at 3.6 µM; 0.13% of 360,000 active;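 active = inhibition above the mean inhibition of all tested compounds plus 3 SD, cut at about 73% in these data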;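 note: 0% = DMSO wells and 100% = reporter-only cells lacking LRH-1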
TRAIL sens C8: viability loss with TRAIL in NB7+C8 cells, primary screen, TRAIL sensitizer project, cell-based, ATPlite luminescence. inhibition (viability loss, TRAIL sensitization), % at 10 µM. 1% of 360,000 active. AID 624354, 2012;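 active = compounds causing at least 50% loss of cell viability in the single-dose screen, relative to plate controls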
NCOA3 inh: SRC3 coactivator transcriptional activity inhibitors, primary screen, cell-based, luminescence. Nuclear receptor coactivator 3 (Homo sapiens), Q9Y6Q9. HEK293 GAL4-SRC3 luciferase reporter. inhibition, % at 3.6 µM. 0.17% of 360,000 active;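 active = inhibition above a per-campaign cutoff, the mean of all compounds plus 3 SD, cut at about 60% in these data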;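 note: 0% = DMSO-treated cells and 100% = gossypol-treated cells at 36 µM; higher means less SRC3-driven luciferase light from the GAL4 reporter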
TROY signal inh: inhibitors of TROY-driven NF-kB signaling, primary screen, Q293 LMP1-TROYcd cells, NF-kB luciferase, uHTS. Q293 LMP1-TROYcd NF-kB luciferase reporter, 4 h. inhibition, % at 10 µM. AID 1347056, 2019. 0.98% of 360,000 active;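 active = compounds whose plate-normalised and pattern-corrected inhibition of the luciferase reporter signal at the single screening dose is 50% or more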
NR2F2 inh: NR2F2 transcriptional activity inhibitors, primary screen, cell-based, luciferase reporter, HEK293T, luminescence; 0.7% of 370,000 active; HEK293T NGFI-A luciferase reporter; inhibition, % at 8.6 µM; AID 686940, 2013; COUP transcription factor 2 (Homo sapiens), P24468;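 active = inhibition above a per-plate cutoff, mean inhibition of test wells between control levels plus 3 SD, cut at about 38% in these data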;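 note: cells cotransfected with COUP-TFII expression vector driving the NGFI-A reporter; 0% = median of COUP-TF2 test wells and 100% = reporter-only cells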
EBV LMP1 NFkB: EBV LMP1-driven NF-kappaB luciferase reporter inhibitors, primary screen, cell-based, luminescence, single point. 0.69% of 350,000 active. inhibition, % at 12.5 µM. AID 504558, 2011. LMP1-induced NF-kappaB luciferase reporter cells; in the data active = inhibition above about 41%;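 note: 0% = neutral control wells and 100% = reference inhibitor control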
NCOA2 inhibitor: inhibition of GAL4-SRC2 driven luciferase reporter, primary screen, SRC2 inhibitor project, cell-based, luminescence | HEK293 GAL4-SRC2 luciferase reporter | inhibition, % at 9 µM | 0.17% of 370,000 active;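 active = inhibition above the mean inhibition of all tested compounds plus 3 SD, set per campaign, cut at about 52% in these data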;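 note: 0% = DMSO treated cells and 100% = cells given Gossypol at 36 µM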
NOD2-RIPK2 inh: NOD2-RIPK2 binding disruptors in cells, primary screen, fluorescence, CHO cells, BLA complementation | Receptor-interacting serine/threonine-protein kinase 2 (Homo sapiens), O43353 | CCF4 ratio | inhibition, % at 4.98 µM | 0.38% of 360,000 active; in the data active = inhibition above about 21%;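 note: 0% = vehicle only and 100% = reference blocker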
TWEAK Fn14 block: inhibitors of TWEAK-Fn14 signaling, primary screen, luciferase reporter cells, uHTS | TWEAK-stimulated Fn14 reporter cells, luciferase luminescence, 8 h | inhibition, % at 10 µM | 2% of 360,000 active | AID 1159606, 2016; in the data active = inhibition above about 50%
* marks the source's active call; other numbers are inactive results; / = no result given.

SMILES	SRC1 inh	TLR9-MyD88 inh	EBV LMP1 NFkB	NCOA2 inhibitor	NR2F2 inh	TWEAK Fn14 block	NOD2-RIPK2 inh	TRAIL sens C8	NCOA3 inh	TROY signal inh	NR5A2 inv ag
CC(=O)Nc1cccc(N(C(=O)C2COc3ccccc3O2)C(C(=O)NC2CCCCC2)c2cn(C)nc2C)c1 (stereo unspecified)	-17	-3	-17	8	-2	1	-16	-8	4	6	6
CCC(=O)Nc1c(C)ccc2nsnc12	3	0	1	2	-5	-1	8	-1	7	0	3
O=C1NC(=S)N/C1=C\c1ccccc1OCc1ccc(C(=O)O)cc1	-16	-5	-1	4	-1	2	-11	5	0	-9	9
COc1ccc(OC)c2nc3c(cc12)CCC3	11	-6	-3	-12	11	6	-2	-18	-5	5	-21
Cc1nc(-c2ccc(F)cc2)c(CC(=O)Nc2cc(S(=O)(=O)N3CCCCC3)ccc2C)s1	21	0	-4	-2	25	-33	7	-6	2	-53	-13
Cc1cc(C)c2c(c1)OC(=O)CC2c1ccccc1C (stereo unspecified)	3	5	-1	-5	-12	19	-4	-4	-24	1	3
CC(=O)N(C)c1ccc(NC(=O)C(c2ccccc2)c2ccccc2)cc1	0	8	5	1	-4	3	1	-6	-4	20	-2
COC(=O)c1c(NC(=O)COC(=O)[C@@H](NS(=O)(=O)c2ccc(C)cc2)C(C)C)sc2c1CCC2	-2	2	2	-13	5	14	-6	3	3	-9	12
COc1ccc(OCC(O)CNC(=O)Nc2ccc(F)cc2)cc1 (stereo unspecified)	12	8	6	-10	5	-3	-2	8	5	11	-11
CC(C)NC(=S)N/N=C/c1cccnc1	-5	3	-2	15	-4	0	4	-26	-8	4	-8
CCCCCCCCNC(CO)(CO)CO	4	/	/	-5	1	2	-2	7	17	-6	-1
S=c1nc(-c2cccc(Cl)c2)[nH][nH]1	-14	-4	-16	-3	10	-11	0	-10	-7	-12	-31
COc1ccc(NC(=O)CSc2ccc3nnc(-c4cccnc4)n3n2)cc1	-52	-13	-4	-30	21	4	-14	-7	2	22	8
COc1cc([N+](=O)[O-])c(N2CCOCC2)c([N+](=O)[O-])c1OC	-12	1	-2	4	6	-13	-14	2	12	-4	5
N#Cc1ccccc1NC(=O)C(=O)NCC1CCCN1S(=O)(=O)c1cccs1 (stereo unspecified)	-10	-14	3	-30	-19	-34	-4	5	0	5	-10
O=c1onc(-c2cccs2)n1Cc1ccccc1	-4	-10	11	2	-10	0	1	-21	-1	-2	14
C=C(C)Cn1c(CCCNC(=O)CCC)nc2ccccc21	-8	-9	11	13	-1	0	0	1	-34	3	3
CCOC(=O)c1c(C)[nH]c(C)c1S(=O)(=O)NCCN1CCN(c2ccccc2F)CC1	-15	-5	2	0	21	16	-6	-1	8	4	15
Cc1cccc(NC(=O)C(NS(=O)(=O)c2ccc3c(c2)CCC(=O)N3)c2ccccc2)n1 (stereo unspecified)	-10	-7	5	-3	-5	-4	4	8	-7	-25	2
CC1Cc2ccccc2N1C(=O)c1cnsn1 (stereo unspecified)	-10	-9	-9	6	20	-4	-2	0	-17	-28	-10

Next section:
SMILES	SRC1 inh	TLR9-MyD88 inh	EBV LMP1 NFkB	NCOA2 inhibitor	NR2F2 inh	TWEAK Fn14 block	NOD2-RIPK2 inh	TRAIL sens C8	NCOA3 inh	TROY signal inh	NR5A2 inv ag
CCN(C(=O)COC(=O)c1[nH]c(C)c(C(C)=O)c1C)c1c(N)n(Cc2ccccc2)c(=O)[nH]c1=O	2	5	0	10	-17	9	-12	-7	3	6	7
[N-]=[N+]=CC(=O)c1ccnc(C(=O)C=[N+]=[N-])c1	-5	5	1	0	-12	14	5	-8	10	-2	18
CCOc1ccc2c(ccc(/C=C/c3cc(C)c4cccnc4c3O)[n+]2C)c1	11	-27	0	/	/	5	-16	37	18	4	23
Cc1ccc(OCC(=O)NNc2c3ccccc3nc3ccccc23)cc1	6	-10	19	-4	18	72*	-15	20	20	5	-9
CCOC(=O)C1CCN(c2c(N3CCCC(C(=O)OCC)C3)c(=O)c2=O)CC1 (stereo unspecified)	4	7	-16	-8	-8	7	-8	0	5	4	2
Cn1cc(Cl)c(-c2nc3ccccc3[nH]2)n1	-54	0	-4	-83	-37	21	9	5	-62	-46	-142
COc1ccc(CCNC(=O)[C@H](C)N2C(=O)N3CCc4c([nH]c5ccccc45)[C@@]3(C)C2=O)cc1OC	7	-4	0	8	24	13	2	-1	22	11	19
CNC(=O)CC1C(=O)N(c2ccc(Cl)cc2)C(=S)N1CCc1ccc(OC)c(OC)c1 (stereo unspecified)	-18	-3	-4	12	7	0	3	-12	4	12	-6
c1ccc(CSCc2ccccc2)cc1	0	2	-3	19	17	-19	6	-8	2	5	15
Clc1ccc(C2=Nn3c(nnc3-c3n[nH]c4c3CCC4)SC2)cc1	-10	2	14	-4	-51	55*	-5	9	43	18	45
COc1ccc(N2C(=O)CC(C3CCCO3)C2=O)cc1 (stereo unspecified)	-14	4	-6	-9	3	3	-11	3	16	7	-5
Cc1nc2ncnn2c(C)c1CCC(=O)NCCCN1CCN(c2cccc(Cl)c2)CC1	2	2	7	-10	-4	-2	-18	-1	-6	1	0
C[C@H]1CCCCO[C@@H](CN(C)S(=O)(=O)c2ccc(Cl)cc2)[C@@H](C)CN([C@@H](C)CO)C(=O)c2cc(NS(=O)(=O)c3ccccc3)ccc2O1	2	-16	8	-15	-5	9	-5	-6	-1	19	2
COC(=O)c1c(NC(=S)Nc2ccccc2Cl)sc(C)c1C	9	3	-4	/	/	-11	-3	-2	4	-11	-15
CCOC(=O)CC1=Nc2ccccc2NC(=O)C1	-12	-6	6	3	5	-9	-6	6	7	-28	3
Cc1ccc(C(C)NC(=O)Cc2cccs2)c(C)c1 (stereo unspecified)	-2	3	4	-13	12	-1	3	24	-7	-13	-1
COc1ccc(CCNC(=O)C2(c3ccccc3)CC2)cc1	-21	2	6	-5	-2	-13	-13	-4	9	-13	-9
CCCNC(=O)C(CC)NC(=O)c1cccc([N+](=O)[O-])c1 (stereo unspecified)	-6	2	7	-5	-4	-7	-14	-9	3	7	-14
Nc1ccc(N2CCN(c3ccc(Cl)c(Cl)c3)CC2)cc1	-9	-2	7	3	3	-8	-4	17	-6	-2	-25
CC(=O)c1cc2ccccc2oc1=O	-4	-1	-2	3	-11	0	-5	-12	-11	-7	-25

The list continues:
SMILES	SRC1 inh	TLR9-MyD88 inh	EBV LMP1 NFkB	NCOA2 inhibitor	NR2F2 inh	TWEAK Fn14 block	NOD2-RIPK2 inh	TRAIL sens C8	NCOA3 inh	TROY signal inh	NR5A2 inv ag
COc1ccccc1CN1[C@@H](CC(=O)O)c2cc(F)ccc2S1(=O)=O	-1	-4	-6	16	-19	9	-11	-2	6	-26	6
Cc1ccc(S(=O)(=O)N(C)CC(=O)Nc2nc3ccccc3s2)cc1	-8	0	3	-13	-4	3	0	31	-22	-13	-8
CC1=C(C(=O)Nc2ccccc2)C(c2ccccn2)n2nc(CCCO)nc2N1 (stereo unspecified)	19	-6	0	22	2	-1	-7	-14	5	-8	10
CC1=C(C(=O)N(C)C)CC(CC(=O)NC2CCCC2)C(=O)N1Cc1ccc(F)cc1 (stereo unspecified)	-27	-6	-8	19	-12	2	-4	-1	-3	-15	-8
COCCNC(=O)c1ccc(CS(=O)(=O)c2ccccc2)o1	14	2	-5	-24	2	5	-4	3	4	-2	-8
CC(C)C[C@H]1CN([C@@H](Cc2ccc(O)cc2)CN2CCC[C@@H]2CN2C(=O)C(=O)NC[C@@H]2Cc2ccccc2)C(=O)C(=O)N1CC1CCCCC1	-2	-11	3	-22	3	9	-10	-1	-19	-5	8
Clc1ccccc1N=C1NN=C(c2cccs2)CS1	-103	9	-83	-69	-26	8	-6	20	-80	-21	-73
CC(C)(C)NC(=O)C(=O)NN=C1CCCCCCCCCCC1	-15	5	0	-1	12	-4	1	-8	6	2	-18
COc1ccc(Cc2nc(=S)[nH][nH]2)cc1Br	10	-4	1	17	16	13	-5	-4	9	25	-11
Cc1c(C)c2ccc(OC3CCCCC3=O)cc2oc1=O (stereo unspecified)	10	1	-4	-12	-18	-2	-2	8	-2	-29	10
COc1ccc(/C(N)=N/OC(=O)CSc2ccc(C)cc2)cc1	-3	8	1	-18	6	-10	4	-7	8	-36	2
COc1cc(C2=NOC(C(=O)N3CCCCCC3)C2)cc(OC)c1OC (stereo unspecified)	7	-4	0	6	10	10	-5	2	2	12	-4
OCCC1CN(Cc2ccc3cccc(F)c3n2)CCN1Cc1ccccc1 (stereo unspecified)	2	-4	-7	3	27	-6	-2	1	6	5	5
Nc1ccc2nc(SCC(=O)c3ccccc3)sc2c1	-14	-7	1	-20	-35	-3	-4	-16	-15	24	23
CCN(C(=O)CSc1ncnc2c1cnn2-c1ccccc1)C1CCS(=O)(=O)C1 (stereo unspecified)	-20	-3	4	-19	-3	11	10	-5	2	4	18
Cc1cccc(NC(=O)CN(C)S(=O)(=O)c2ccc3c(c2)n(C)c(=O)c(=O)n3C)c1C	-9	1	-7	6	12	-2	8	4	2	13	6
COc1ccc2c(c1)OC[C@H]1[C@H]2N2C(=O)c3cc(C)ccc3NC(=O)[C@@]2(C)[C@H]1c1ccccc1	16	-3	4	/	/	6	8	13	-6	12	6
CCc1ccccc1N1CC(C(=O)Nc2nccs2)CC1=O (stereo unspecified)	-6	-6	-7	-12	-4	27	0	5	10	10	4
CC(C)(C)C(=O)/C=C(N)/C=C/c1ccccc1	-61	3	-39	-31	-25	-9	0	-1	-47	1	-12
CN1CCN(C(=O)c2cc3ccccc3[nH]2)CC1	-14	-8	2	-17	12	17	-8	-7	-11	-13	20

(more compounds)
SMILES	SRC1 inh	TLR9-MyD88 inh	EBV LMP1 NFkB	NCOA2 inhibitor	NR2F2 inh	TWEAK Fn14 block	NOD2-RIPK2 inh	TRAIL sens C8	NCOA3 inh	TROY signal inh	NR5A2 inv ag
O=C(c1ccccc1)c1ccc(O)c(O)c1O	-73	-10	3	0	1	-6	-12	-13	3	0	-3
COc1ccccc1NC(=O)COC(=O)Cc1c[nH]c2ccccc12	-12	-2	-8	-11	16	0	0	0	6	7	3
CCOc1ccc(N(CC(N)=O)S(=O)(=O)c2ccc(F)cc2)cc1	-11	-1	0	-22	-5	3	-4	-3	-2	11	-11
Cc1ccc2oc(=O)c3cnn(CC(=O)N4CCCCCC4)c3c2c1	0	-4	-7	-9	1	-8	-11	8	-2	6	-2
O=C(COC(=O)c1ccc(O)cc1O)NCCN1C(=O)CSC1=O	-16	2	1	-16	-9	7	6	-25	15	-15	3

Only part of the results is shown. The share of hits here may be higher or lower than overall.
